GBA enhancer: GBA activity enhancers in patient fibroblasts, primary screen, cell-based; Lysosomal acid glucosylceramidase (Homo sapiens), P04062; L444P Gaucher fibroblasts, 4-MU-glucoside fluorescence, 3 days; activation, % at 10 µM; hit rate 0.44% among 30,000; AID 784, 2007; in the data active = activation above about 65%;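 also: 0% = vehicle wells and 100% = positive control wells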
Target sequence (P04062 whole entry L483P): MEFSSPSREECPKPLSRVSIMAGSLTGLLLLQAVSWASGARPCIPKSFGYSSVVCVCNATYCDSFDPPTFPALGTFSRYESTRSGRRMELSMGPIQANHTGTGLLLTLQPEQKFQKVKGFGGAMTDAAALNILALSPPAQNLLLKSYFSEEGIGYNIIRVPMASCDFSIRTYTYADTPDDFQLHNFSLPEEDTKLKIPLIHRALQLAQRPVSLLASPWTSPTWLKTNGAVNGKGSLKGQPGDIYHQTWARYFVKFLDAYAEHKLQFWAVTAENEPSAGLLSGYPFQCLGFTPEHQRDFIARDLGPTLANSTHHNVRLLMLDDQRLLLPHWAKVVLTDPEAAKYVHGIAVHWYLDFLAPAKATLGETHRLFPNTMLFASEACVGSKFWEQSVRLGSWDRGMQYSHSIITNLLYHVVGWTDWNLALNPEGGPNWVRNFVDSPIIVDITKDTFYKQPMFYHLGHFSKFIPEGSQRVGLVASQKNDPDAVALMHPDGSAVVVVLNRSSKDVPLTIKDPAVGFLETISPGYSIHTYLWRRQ
An asterisk follows results filed as active.

SMILES	GBA enhancer
COc1cc(-c2nc3n(n2)C(c2cccc(OC)c2OC)C2=C(CCCC2=O)N3)cc(OC)c1OC (stereo not given)	-27
COC(=O)COC(=O)c1ccc(Oc2nc(OC)nc(N(C)C)n2)cc1	3
COc1ccc(CN2C(=O)C(O)(CC(=O)c3c(C)n[nH]c3C)c3ccccc32)cc1OC (stereo not given)	-17
COc1ccc(-c2nc(C#N)c(NCC3CCCO3)o2)cc1 (stereo not given)	-18
O=C(COC(=O)c1ccccc1)NCc1ccco1	22
Cc1onc(-c2ccccc2Cl)c1C(=O)N1CC(C)OC(C)C1 (stereo not given)	-13
O=C(Cn1c(=O)oc2ccccc21)N1CCN(c2ccccc2)CC1	-11
O=C(COC(=O)c1cnccn1)c1ccccc1	-1
COc1ccc(S(=O)(=O)N[C@@H](CC(C)C)C(=O)O)cc1	-17
O=C(c1ccc2snnc2c1)N1CCOCC1	-6
O=C(NCc1ccc(F)cc1)c1noc2c1CCCCC2	-23
CCCOCCOC(=O)C1=C(C)NC(=O)NC1c1cc(Cl)c(O)c(OC)c1 (stereo not given)	-8
O=C(Nc1nc(-c2ccc3c(c2)OCO3)cs1)C1CC1	-7
O=C(O)c1ccc(NCc2cccnc2)cc1	-20
O=C(O)CCCN1C(=O)NC2NC(=O)NC21 (stereo not given)	-54
O=C(CSc1nnc2ncccn12)N1CCCCCC1	-28
c1ccc2[nH]c(CSc3nnc(-c4ccncc4)o3)nc2c1	-27
CCN1CCN(c2nc3c(C)cccn3c(=O)c2/C=C(\C#N)S(=O)(=O)c2ccccc2)CC1	-36
O=C(O)c1cccc(NC(=O)C23CC4CC(C2)CC(n2cnc(Cl)n2)(C4)C3)c1	-5
COCCn1c(SC)nnc1-c1c[nH]c2ccccc12	-12
COCCn1c(=O)[nH]c2cc(C(=O)N3CCN(c4ccccc4OC)CC3)ccc2c1=O	27
C=CCn1c(SCC(=O)N2CCOCC2)nc2scc(-c3ccco3)c2c1=O	-3
Cc1cnc(C)c(N2CCC(C(=O)NCc3ccco3)CC2)n1	-48
CC(=O)Nc1cccc(C(=O)OCc2ccccc2)c1	-4
CCC(c1nnnn1Cc1ccc(F)cc1)N(CCCO)Cc1cc2cc3c(cc2[nH]c1=O)OCO3 (stereo not given)	-2
C=CCn1c(N)c(C(=O)NCC2CCCO2)sc1=S (stereo not given)	7
O=C(NC1(C(F)(F)F)NC(=O)N(Cc2ccco2)C1=O)c1cccnc1 (stereo not given)	13
CCN(CC)Cc1cc2ccccc2c2c1COC2	-12
CCOC(=O)c1c(NC(=O)c2nn(CC)cc2Br)sc2c1CCCCC2	-1
CCc1c(C)nc2ncnn2c1N1CCC(C(=O)Nc2cccc(C(C)=O)c2)CC1	30
Cc1ccc(-c2nnn(CC(=O)Nc3cccc4c3CCCC4)n2)o1	-9
CC(C)CCNC(=O)CCS(=O)(=O)c1cccc2nonc12	12
COc1ccc(OCC(=O)NCc2cccnc2)cc1	25
CN(C)c1oc(-c2ccco2)nc1C#N	-20
COC(=O)Nc1nc2ccc(C(=O)c3ccccc3)cc2[nH]1	-1
CCOC(=O)Cc1csc(NC(=O)CN2C(=O)c3ccccc3S2(=O)=O)n1	-2
Cc1cccc(NC(=O)CCn2ccnc2C)c1	-4
Cc1ccc(S(=O)(=O)NCCSc2nnc(N)s2)cc1	5
CCOC(=O)CNC(=O)Cn1cnc2ccc(S(=O)(=O)N3CCC(C)CC3)cc2c1=O	-1
COCCNC(=O)C(c1ccco1)N(C(=O)Cn1nnc2ccccc21)c1ccccc1C (stereo not given)	-9
CC(Sc1nncs1)C(=O)NCc1ccc2c(c1)OCO2 (stereo not given)	-2
CCOc1ccccc1N1CCN(C(=O)c2cc(C)oc2C)CC1	-8
CCOC(=O)c1c(C)c(C(=O)NCc2cccs2)c(C)n1CC	17
C(=N\n1cnnc1)/c1cccnc1	-10
c1ccc(CSc2nnc3c(n2)OC(c2ccco2)Nc2ccccc2-3)cc1 (stereo not given)	6
Cc1cc(C(=O)NCc2cc(C(=O)O)oc2C)c(C)o1	-2
O=C(c1ccc(Cl)cc1)N1CCC(c2nc(-c3cccs3)no2)CC1	-9
COc1ccc(CCN(Cc2nc3ccccc3c(=O)[nH]2)C(=O)c2ccco2)cc1OC	24
Cc1cnc(C(=O)Nc2ccc(N3CCN(C(=O)OC(C)(C)C)CC3)cc2)cn1	-39
O=C(c1coc(=O)c2ccccc12)N1CCN(Cc2ccccc2)CC1	-1
O=C(O)CCc1ccc(-c2ccccc2)n1CC1CCCO1 (stereo not given)	-33
O=C(c1ccc(Cl)cc1)c1nnc(-c2ccncc2)o1	2
Cc1cccc2nc(CSc3nnnn3-c3ccccc3)cn12	-44
O=C(NCCN1CCOCC1)N1CCOCC1	-14
COC(=O)c1ccccc1NC(=O)CSc1n[nH]c(CC(C)C)n1	-4
Cc1ccsc1C1CC(=O)NC2=C1C(=O)CC(C)(C)C2 (stereo not given)	-60
COCCn1c(N2CCN(c3ccc(OC)cc3)CC2)nc2c1c(=O)[nH]c(=O)n2C	-2
COC(=O)c1ccc(C)c(NC(=O)Cc2coc3cc(OC)ccc23)c1	0
CCOC(=O)N1CCN(C(=O)Nc2ccc3nc(-c4ccccn4)c(-c4ccccn4)nc3c2)CC1	-16
CO/C=C/C#CC1(O)CCN(C)CC1	-30

Carrying on.
SMILES	GBA enhancer
c1ccc(CNn2nnnc2-c2ccccc2)cc1	-8
COc1ccc(NC(=O)CSc2ncn(-c3ccccc3)n2)cc1Cl	12
CCOC(=O)c1c(NC(=O)COC)sc2c1CCCC2	-31
COC(=O)Nc1c(-c2ccccc2)nc2ccccn12	4
Cc1ccc(-c2nn(C)c(=O)c3ccccc23)cc1S(=O)(=O)N1CCOCC1	-22
CCc1c(O)nc(SCC(=O)Nc2ccccc2)n(-c2ccccc2)c1=O	12
COc1ccc(C2C(C(=O)Nc3cccc(C)n3)CCC(=O)N2c2ccc(OC)cc2)cc1 (stereo not given)	23
O=C(Cc1n[nH]c(=O)c2ccccc12)OCC(=O)c1ccc2c(c1)OCCO2	-4
COc1ccc(CNC(=O)CN(CC2CCCO2)C(=O)CNS(=O)(=O)c2ccccc2)cc1 (stereo not given)	-7
COC(=O)CSc1nnc(-c2cnccn2)n1C	-18
COc1ccc(CCN2C(=O)C3C4C=CC(C4)C3C2=O)cc1OC (stereo not given)	4
CCn1c(N)c(C(=O)NC2CCCCC2)sc1=S	-5
Cc1c(N2C(=O)C(C)SC23C(=O)Nc2ccccc23)c(=O)n(-c2ccccc2)n1C (stereo not given)	-4
COc1cccc(C2C(C#N)=C(N)Oc3cc(C)n(Cc4ccccn4)c(=O)c32)c1OC (stereo not given)	22
COc1ccc(-c2nnn(CC(=O)OC3CCCCC3)n2)cc1OC	8
CN(C)c1cccc(C(=O)Nc2cccc(F)c2)c1	-7
CC(C)c1[nH]nc2c1C(c1cccnc1)C(C#N)=C(N)O2 (stereo not given)	2
CCc1cc2c(=O)n(C(C)C(=O)OC3CCCCC3)cnc2s1 (stereo not given)	-4
c1cncc(-c2nc3cc(Cc4ccc5oc(-c6cccnc6)nc5c4)ccc3o2)c1	-40
Cc1nccn1CC(O)COC1CCCCC1 (stereo not given)	-9

An excerpt of these results, as comma-separated lines.
mol,GBA enhancer
CO/C=C/C#CC1(O)CCN(C)CC1,-30
c1ccc(CNn2nnnc2-c2ccccc2)cc1,-8
COc1ccc(NC(=O)CSc2ncn(-c3ccccc3)n2)cc1Cl,12
CCOC(=O)c1c(NC(=O)COC)sc2c1CCCC2,-31
COC(=O)Nc1c(-c2ccccc2)nc2ccccn12,4
Cc1ccc(-c2nn(C)c(=O)c3ccccc23)cc1S(=O)(=O)N1CCOCC1,-22
CCc1c(O)nc(SCC(=O)Nc2ccccc2)n(-c2ccccc2)c1=O,12
COc1ccc(C2C(C(=O)Nc3cccc(C)n3)CCC(=O)N2c2ccc(OC)cc2)cc1 (stereo not given),23
O=C(Cc1n[nH]c(=O)c2ccccc12)OCC(=O)c1ccc2c(c1)OCCO2,-4
COc1ccc(CNC(=O)CN(CC2CCCO2)C(=O)CNS(=O)(=O)c2ccccc2)cc1 (stereo not given),-7
COC(=O)CSc1nnc(-c2cnccn2)n1C,-18
COc1ccc(CCN2C(=O)C3C4C=CC(C4)C3C2=O)cc1OC (stereo not given),4
CCn1c(N)c(C(=O)NC2CCCCC2)sc1=S,-5
Cc1c(N2C(=O)C(C)SC23C(=O)Nc2ccccc23)c(=O)n(-c2ccccc2)n1C (stereo not given),-4
COc1cccc(C2C(C#N)=C(N)Oc3cc(C)n(Cc4ccccn4)c(=O)c32)c1OC (stereo not given),22
COc1ccc(-c2nnn(CC(=O)OC3CCCCC3)n2)cc1OC,8
CN(C)c1cccc(C(=O)Nc2cccc(F)c2)c1,-7
CC(C)c1[nH]nc2c1C(c1cccnc1)C(C#N)=C(N)O2 (stereo not given),2
CCc1cc2c(=O)n(C(C)C(=O)OC3CCCCC3)cnc2s1 (stereo not given),-4
c1cncc(-c2nc3cc(Cc4ccc5oc(-c6cccnc6)nc5c4)ccc3o2)c1,-40
Cc1nccn1CC(O)COC1CCCCC1 (stereo not given),-9

Next part.
SMILES	GBA enhancer
CCc1nnc(NC(=O)c2cc3ccccc3oc2=O)s1	-3
Cc1cc(C)nc(SCSc2nc(C)cc(C)n2)n1	-42
Cn1c(=O)cc(SCC(=O)NCCN2CCN(c3ccccc3F)CC2)c2cc(Cl)ccc21	-41
Cc1c(C(=O)N2CCCC2)sc(NC(=O)c2cccs2)c1C#N	0
CCn1c(CNc2ccc(F)cc2)nnc1SCCN1CCCCC1	1
COCCOC(=O)C1=C(C)N=c2s/c(=C\c3cccs3)c(=O)n2C1c1cccs1 (stereo not given)	-17
CCc1ccc(NC(=O)N(CCN2CCOCC2)C2CCN(C(C)=O)CC2)cc1	-51
CCc1nnc(NC(=O)CSc2ncc(-c3ccccc3)n2C)s1	-13
N#Cc1ccsc1NC(=O)CSc1ncnc2ccccc12	1
Cc1nc(-c2cccc(N)c2)cs1	7
CCCCn1c(SCn2nnc3ccccc3c2=O)nc2cc(C(=O)OC)ccc2c1=O	4
CCn1c(SCc2nnc(-c3ccccc3)o2)nnc1-c1ccc(S(=O)(=O)N2CCCC2)cc1	-38
CC(=O)NCCn1ccc2ccccc21	-11
CCOC(=O)N1CCN(C(=O)CCn2nc(-c3ccccc3)ccc2=O)CC1	-6
CCOC(=O)CCn1c2nc(C)cc(C)c2c(=O)n1-c1ccccc1	0
CCOC(=O)C(C)Oc1ccc(C2NC(=O)NC(C)=C2C(C)=O)cc1Br (stereo not given)	-17
Cc1nc(N2C(=O)C(=O)/C(=C(/O)c3ccccc3)C2c2ccco2)sc1C (stereo not given)	-5
O=C(c1ccc(S(=O)(=O)N2CCOCC2)cc1)N(c1ccc(F)cc1)C1C=CS(=O)(=O)C1 (stereo not given)	-14
O=C(c1cc(=O)c2ccccc2o1)N1CCCc2ccccc21	-20
Cc1ccc(-c2ccc(S(=O)(=O)N3CCN(C)CC3)cc2)cc1	-14

2 entries from above in another layout.
| Molecule | GBA enhancer |
| --- | --- |
| Cc1nc(-c2cccc(N)c2)cs1 | 7 |
| Cc1ccc(-c2ccc(S(=O)(=O)N3CCN(C)CC3)cc2)cc1 | -14 |

Continued:
SMILES	GBA enhancer
CN(C)c1ccc(C2NCCS2)cc1 (stereo not given)	9
Cc1cccc(NC(=O)Cn2cccc2)c1	29
COCCCn1c(SCC(=O)N(C)C)nnc1-c1ccccc1	-10
Cc1cc(C)n(-c2nc3ccccc3nc2N2CCN(C(=O)c3ccccc3)CC2)n1	5
COC(=O)c1ccc(NC(=O)CN(C)S(=O)(=O)c2ccc(OC)c(C)c2)cc1	2
CCOC(=O)C1CCCN(C(=O)c2cc3c(C)nc4ccccc4c3o2)C1 (stereo not given)	6
CNC(=O)NC(=O)COC(=O)CCCOc1ccc(OC)cc1	-20
Cc1ccc(C)c(N2CC(=O)N(c3cc(C)ccc3C)CC2=O)c1	-16
COCCCNC(=O)CSc1nc2ccccc2c(=O)n1CCCC(=O)NCC1CCCO1 (stereo not given)	-4
COC(=O)c1[nH]c2c(c1C)C(=O)CC(c1cccs1)C2 (stereo not given)	-3
CCCS(=O)(=O)N1CCC(C(=O)NCc2ccccc2Cl)CC1	-8
CCOC(=O)c1csc(NC(=O)CSc2nnnn2-c2ccc(OC)cc2)n1	-23
COc1ccc(C(=O)c2ccc(N(C)C)cc2)c(OC)c1	-30
CC1=Nn2c(nnc2-c2ccco2)SC1	-9
O=C(COc1ccc(-c2nnco2)cc1)N1CCN(S(=O)(=O)c2ccc3ccccc3c2)CC1	20
CC(C)COC(=O)c1cc(=O)[nH]c2ccccc12	-7
CC(=O)Nc1ccc(S(=O)(=O)N2CCSC2C(=O)O)cc1 (stereo not given)	-15
Cc1nn(-c2ccccc2)c2sc(C(=O)NCCN3CCOCC3)cc12	24
CCSc1ccccc1C(=O)NCc1ccc2c(c1)OCO2	0
COc1ccc2nc(SCC(=O)NC(C)(C)C)[nH]c2c1	-2
C=CCN1C(=Nc2cccnc2)SCC1(O)c1ccc(C)cc1 (stereo not given)	2
C=C(C)CSc1nnc(-c2cccc(Cl)c2)n1N	-3
COc1ccc(N(C(=O)Cn2nnc3ccccc32)C(C(=O)NCc2ccco2)c2cccnc2)cc1 (stereo not given)	-3
NC(=O)CSC1=Nc2ccccc2C2=NC(CCC(=O)NCc3ccc(F)cc3)C(=O)N12 (stereo not given)	-6
CCC(C)(C)n1nnnc1C(c1cccc(C#N)c1)N1CCN(c2cc(C)ccc2C)CC1 (stereo not given)	-24
COc1cccc(-n2c(C)nc3c(cnn3-c3ccc(Cl)cc3)c2=O)c1	-34
NC(=O)C1CCN(C(=O)CN2CCc3ccccc32)CC1	-15
CCOC(=O)C1CCN(C(C(=O)Nc2ccc3c(c2)OCCO3)c2ccccc2)CC1 (stereo not given)	-10
CN1CCc2ccccc2C1C1CCNCC1 (stereo not given)	0
Cc1nn(CCc2nc(-c3ccco3)cs2)c2[nH]c(=O)cc(C(F)(F)F)c12	2
C=CCOc1ccc2c(c1)c(S(=O)(=O)c1ccc(C)cc1)cn2COC	0
CC1C=CCC2C(=O)N(c3cccc(C(=O)N4CCN(c5ccc(F)cc5)CC4)c3)C(=O)C12 (stereo not given)	0
COc1cccc(C2C(C(=O)OC(C)C)=C(C)Nc3ncnn32)c1 (stereo not given)	-7
N#C/C(=C\Nc1ccc2c(c1)OCCO2)c1nc2ccccc2[nH]1	-16
CCCCC(C(=O)O)C(C)CC(=O)Nc1ccn(-c2ccccc2)n1 (stereo not given)	-3
CCOC(=O)COc1ccc(S(=O)(=O)NCc2ccncc2)cc1	-8

High-throughput results deposited in PubChem BioAssay by The Scripps Research Institute Molecular Screening Center.

This is a subset; the hit share may differ from the screen's.
